Screening results as filed in PubChem BioAssay.
SDO1 yeast rescue: sdo1-depleted yeast growth rescue; S. cerevisiae sdo1-depleted JHY4D growth rescue, OD600 30 h; active compounds read high; pdr5 snq2 efflux-pump mutant strain; z-score at 10 µM; 0.21% of 140,000 active; AID 817;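 active means z-score above 3 at both the 24 hr and the 30 hr optical density reads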;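 further: z-score against mean and SD of all compound wells on the same plate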
INS promoter inh: TRM-6 insulin promoter activity inhibition. TRM-6 cells (human fetal islet line), insulin promoter-eGFP reporter, imaging; reporter expression induced with tamoxifen. inhibition, % at 2 µM. 0.9% of 130,000 active;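 active means inhibition above the mean plus 3 SD, with well images judged a real hit on visual review, cut at about 60% in these data, passing the limit was not always enough; inconclusive means inhibition over the cutoff but images rejected on review; inactive means inhibition not above the cutoff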
SDO1 yeast rescue Rescue 24 h: also measured in SDO1 yeast rescue; calls as there; z-score; S. cerevisiae sdo1-depleted JHY4D growth rescue, OD600; measured here: growth rescue at 24 h;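 0 is the plate mean of compound wells and units are plate SD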
The depositor's hits bear a star; ? = inconclusive; . = no result given.

Each structure is followed by: SDO1 yeast rescue	SDO1 yeast rescue Rescue 24 h	INS promoter inh
> COc1ccc(C(=O)n2nc(C)cc2Nc2ccccc2)cc1
 : -1.58	-1.1	-6.5
> CCN1C(=O)/C(=C\c2cn(CCC#N)nc2-c2ccc(F)cc2)SC1=S
 : -1.5	-1.39	.
> CCSc1nnc(Cc2cc(=O)[nH]c(=O)[nH]2)n1-c1cc(C)ccc1C
 : 1.81	1.08	.
> Cc1ccc(N(Cc2cc3ccccc3[nH]c2=O)C(=O)c2cccs2)cc1
 : -0.82	-1.25	.
> CS(=O)(=O)N1CCC(C(=O)Nc2ccccc2)CC1
 : 0.9	0.77	3.1
> Cc1ccc(C(C)(C)C)c(OCCCCN2CCCC2)c1
 : -0.15	0.11	2.0
> CC(C)NC(=O)c1cccc(C(F)(F)F)c1
 : 0.74	-0.42	52.2
> CCOc1ncccc1C(=O)OCC(=O)NCCc1ccc(OC)cc1
 : 0.7	0.43	21.9
> Cc1cc(C)c(C(=O)O)c(Cl)n1
 : .	.	30.0
> N#C/C(=C\c1cccc2ccccc12)c1nn(-c2ccccc2)c(N)c1C#N
 : .	.	23.3
> O=C(Cc1ccccc1)NNC1CC(=O)N(c2ccccc2)C1=O (stereo not given)
 : 0.67	0.53	.
> COC(=O)c1ccc(NC(=O)C(C)N2C(=O)c3ccccc3C2=O)cc1 (stereo not given)
 : 0.01	-0.4	4.0
> N#Cc1ccc(CSc2nnc(NC(=O)C3CCCO3)s2)cc1 (stereo not given)
 : 0.69	2.06	.
> Cc1cccc(NC(=O)CN2C(=O)S/C(=C\c3cc(C)n(C)c3C)C2=O)c1
 : -1.31	-0.73	.
> CCOc1ccc2nc(-c3ccccc3)nc(SCC(=O)Nc3ncc(C)s3)c2c1
 : -0.54	1.04	26.7
> CCN(CC)C(=O)CN(C#N)c1nc(C)cc(C)n1
 : 0.72	0.33	.
> c1ccc(Oc2ncnc3oc(-c4ccccc4)cc23)cc1
 : -0.42	-0.25	16.2
> Cc1nc2cc(S(=O)(=O)N3CCC(C(=O)O)CC3)ccc2n1C1CCCC1
 : 1.4	1.4	.
> Cc1ccc(C(=O)COC(=O)CNC(=O)C(c2ccccc2)c2ccccc2)cc1[N+](=O)[O-]
 : 0.85	0.38	-6.7
> Cc1ccc(S(=O)(=O)NNC(=O)c2sc(=S)n(C)c2C)cc1
 : 0.01	-0.52	.
> Cc1cccn2cc(CCNC(=O)c3ccco3)nc12
 : 0.79	0.83	.
> CC(C)Oc1ccc2nnnn2n1
 : 0.63	0.35	16.7
> C=CCNC(=O)/C(C#N)=C/c1c(N(Cc2ccccc2)Cc2ccccc2)nc2ccccn2c1=O
 : 0.08	-0.16	-33.3
> O=C1CCCc2c1nc(-c1ccco1)n2O
 : -0.15	-0.87	.
> CCCNC(=O)Nc1ccccc1C(=O)Nc1ccc(OC)cc1
 : -0.19	-0.23	19.4
> COC(=O)c1sccc1NC(=O)c1ccc(OC)cc1OC
 : -1.01	-0.69	30.0
> CCN1CCN(CC(=O)Nc2sc3c(c2C#N)CCC(C)C3)CC1 (stereo not given)
 : 0.18	0.02	.
> Cc1c(C(=O)N2c3ccccc3Sc3ccccc32)cccc1[N+](=O)[O-]
 : -1.06	-0.15	-34.7
> COC(=O)c1ccccc1NC(=O)Cn1c(=O)n(Cc2ccccc2)c(=O)c2c(C)c(C)sc21
 : 1.42	1.28	-80.0
> CCCCN(CC)S(=O)(=O)c1ccc(C(=O)Nc2nnc(COC)o2)cc1
 : 0.75	0.47	3.2
> COc1cccc(Nc2nc(-c3ccc4c(c3)OCCO4)cs2)c1
 : -1.74	-1.49	-20.0
> OCCN1CCN(C(=S)c2ccc(Br)cc2)CC1
 : 0.79	0.28	2.2
> C=CCn1c(-c2ccc3[nH]c(C)c(C)c3c2)n[nH]c1=S
 : -0.17	0.18	-13.5
> O=C(c1cc2ncccn2n1)N1CCc2c([nH]c3ccccc23)C1c1ccccc1F (stereo not given)
 : .	.	33.3
> CCOc1cc(C(=O)OCc2ccc(C(=O)OC)o2)cc(Br)c1OC
 : 1.19	0.85	28.6
> O=S(=O)(NCC(c1ccccc1)N1CCNCC1)c1ccc(Cl)cc1 (stereo not given)
 : -1.26	0.05	.
> COc1ccc(NC(=O)COC(=O)c2ncc(Cl)c(Cl)c2Cl)c(OC)c1
 : -0.3	-0.29	0.0
> CCOc1ccccc1Oc1coc2cc(OC)ccc2c1=O
 : -0.01	-0.29	10.3
> C=CCNc1nc2ccccc2nc1NS(=O)(=O)c1cccs1
 : -0.42	-0.29	.
> Cc1ccc(NC(=O)c2oc3ccc(S(=O)(=O)N4CCC5(CC4)OCCO5)cc3c2C)cc1C
 : -1.07	0	?

Looked up by compound from above (two):
Each structure is followed by: SDO1 yeast rescue	SDO1 yeast rescue Rescue 24 h	INS promoter inh
> CCOc1ncccc1C(=O)OCC(=O)NCCc1ccc(OC)cc1
 : 0.7	0.43	21.9
> CS(=O)(=O)N1CCC(C(=O)Nc2ccccc2)CC1
 : 0.9	0.77	3.1

(more compounds)
Each structure is followed by: SDO1 yeast rescue	SDO1 yeast rescue Rescue 24 h	INS promoter inh
> CCNc1nc(NCC)n2c(SCC(=O)NCC3CCCCC3)nnc2n1
 : 0.98	0.94	.
> O=C(NC(Cc1ccccc1)c1ccc2c(c1)OCCCO2)c1ccccc1 (stereo not given)
 : -0.64	-0.95	14.3
> O=C(CSc1nnc(COc2cccc3cccnc23)o1)c1ccc(F)cc1
 : -0.53	-0.36	-50.0
> Cc1cc(=O)oc2cc(OCC3CC(c4ccc(Cl)cc4)=NO3)ccc12 (stereo not given)
 : -0.37	-0.1	-61.5
> CCCCc1nc(Cl)c(C#N)c2c1CSC(C)(C)C2
 : 0.07	0.2	.
> CC(C)CNC(=O)C(=O)NCc1ccccn1
 : .	.	0.0
> c1cc2c(cc1Cn1cnnn1)OCO2
 : 0.37	0.51	.
> CCn1ncc(Cl)c1C(=O)NC(=S)Nc1c(C)cc(C)cc1[N+](=O)[O-]
 : -0.8	-1.05	-292.9
> Cn1cccc1CNC(=O)Nc1ccc(Cl)c(Cl)c1
 : -0.5	-0.26	.
> O=C1CCC([N+](=O)[O-])C(c2ccc(Cl)cc2Cl)N1 (stereo not given)
 : 0.48	0	-5.6
> O=C(CCn1c(=O)oc2ccccc21)NCCCN1CCN(c2ccc(F)cc2)CC1
 : -0.04	-0.8	.
> CCn1c(SCc2nc3ccccc3[nH]2)nnc1-c1cccs1
 : 0.05	-0.56	5.9
> CCCCN1C=CC(=C2C(=O)c3ccccc3C2=O)C=C1
 : .	.	20.0
> CN(C(=O)c1c(Cl)cnn1C)C12CC3CC(CC(C3)C1)C2
 : 0.15	0.78	.
> COc1ccc(OCC2CNC(=O)O2)cc1 (stereo not given)
 : 0.67	-0.1	0.0
> CCOC(=O)CNC(=O)c1nn(-c2ccc(OCC)cc2)c(=O)c2ccccc12
 : 0.13	-0.14	.
> CCc1sc(NC(=O)c2cc3ccccc3oc2=O)nc1-c1cccs1
 : -0.24	0.33	-12.5
> Cc1ccc(S(=O)(=O)N2CCN(CC(=O)NC3CCCc4ccccc43)CC2)cc1C (stereo not given)
 : -0.45	-0.32	-8.1
> Cc1ccc(/C=C(\NC(=O)c2ccccc2)C(=O)NCCc2ccccn2)o1
 : -0.2	-0.42	-18.8
> Cc1ccccc1N/C(SCc1ccc(Cl)cc1)=C(/C#N)C(N)=O
 : -1.36	-1.46	3.0
> CCOc1cc(N2CCOCC2)c(OCC)cc1NC(C)C(=O)N1CCC(C)CC1 (stereo not given)
 : 0.68	0.54	.
> Cc1ccc(S(=O)(=O)NCCSc2ccccc2)cc1[N+](=O)[O-]
 : -1.43	-1.58	-4.0
> Clc1ccc(CNc2nnnn2-c2ccccc2)c(Cl)c1
 : -1.89	-2.08	-1.4
> Cc1ccc(NC(=O)C2(N(C(=O)Cn3nnnc3N)c3ccc(C)cc3)CCCCC2)cc1
 : 1.33	0.95	11.1
> CC(C)c1ccc(/C=N/NC(=O)C(=O)NCCCN2CCOCC2)cc1
 : 0.36	-1.04	28.6
> CCN(CC)c1ccc(/C=N/NC(=O)CCC(=O)NCc2ccccc2)c(O)c1
 : -0.06	-0.15	-183.3
> CN(C)N1C(N)=C(C#N)C(c2ccsc2)C2=C1CC(C)(C)CC2=O (stereo not given)
 : 1.39	0.47	-20.0
> COc1ccc(NC(=O)c2csc(Cc3ccccc3)n2)cc1
 : -0.55	-0.1	.
> COc1cccc2c(=O)ccoc12
 : 0.71	-0.34	-11.4
> COC(=O)Cc1[nH]n(-c2ccccc2)c(=O)c1C(C)=Nc1ccccc1
 : .	.	-41.7
> O=C(c1cccs1)N1CCN(Cc2cccc([N+](=O)[O-])c2)CC1
 : 0.95	1.21	17.6
> O=C(Nc1cccc(Cl)c1)c1ccncc1
 : -0.04	0.04	-66.7
> COc1ccc(C)cc1NCc1cc(=O)oc2cc(-c3ccccc3)c(O)cc12
 : -0.35	0.4	.
> CC(OC(=O)c1cccnc1)C(=O)NCc1ccc2c(c1)OCO2 (stereo not given)
 : 1.16	1.31	.
> CCCS(=O)(=O)N1CCCC(C(=O)NCCN(CC)CC)C1 (stereo not given)
 : 1.18	1.03	.
> CCN1CCCC1CNC(=O)C(=O)NC (stereo not given)
 : .	.	23.1
> COc1ccc(NC(=S)NCCC(c2ccccc2)c2ccccc2)c(OC)c1
 : -1.26	-0.39	-14.3
> CC(C)c1ccc(NC(=O)c2cccc(Br)c2)cc1
 : .	.	-35.7
> Cc1ccoc1C(=O)NCc1occc1C(=O)O
 : 0.91	0.91	.
> Cn1c(C(=O)N2CCCC(C(=O)N3CCN(C(=O)c4ccco4)CC3)C2)cc2sccc21 (stereo not given)
 : 1.13	0.41	.
> c1ccc(N2CCCCC2)c(NC2=NCCC2)c1
 : 0.87	1.36	.
> NS(=O)(=O)c1ccc(CNC(=O)NC23CC4CC(CC(C4)C2)C3)cc1
 : 0.66	0.21	25.0
> O=C1C2C3C=CC([C@@H]2C(=O)N1C1CCCCC1)[C@H]1C(=O)N(C2CCCCC2)C(=O)C31 (stereo not given in full)
 : -1.61	-1.5	28.2
> Cc1sc2nc(C3CC3)nc(NCCNS(C)(=O)=O)c2c1C
 : 1.56	2.31	.
> CC1(C)CC(CC(=O)O)C(=O)O1 (stereo not given)
 : 0.21	-0.34	12.9
> O=C(CN(C1CCCCC1)S(=O)(=O)c1ccc(F)cc1)NC1CC1
 : -0.55	-0.53	-62.9
> O=C(CSc1nnc(-c2ccccc2)o1)c1nnc(-c2ccccc2)o1
 : -0.09	-0.13	-143.8
> O=C(Nc1ccc(OC(F)F)c(Cl)c1)c1ccccn1
 : .	.	-75.0
> COc1cc(C2N(c3ccccn3)C(=O)C3CCCN32)cc(OC)c1OC (stereo not given)
 : 0.31	-0.34	.
> CCOC(=O)CSc1nnc(NC(=O)c2cccc([N+](=O)[O-])c2C)s1
 : 0.04	0.43	.
> COc1ccc([N+](=O)[O-])cc1C1NN=C(c2ccccc2O)S1 (stereo not given)
 : -1.46	-0.34	-32.4
> O=C(Cc1c(O)c2ccccc2[nH]c1=O)NC1CCCCCCC1
 : 0.15	0.21	.
> O=C1c2cccnc2C(Nc2ccccc2)N1Cc1ccco1 (stereo not given)
 : 1.58	1.4	.
> Cc1ccc(S(=O)(=O)NCCN=C(CN2CCCC2)NS(=O)(=O)c2ccc(C)cc2)cc1
 : -0.2	-0.43	.
> CC(=O)c1cn(CC(=O)Nc2ccccc2C)c2ccccc12
 : 0.63	0.05	-42.9
> COc1ccc2oc(=O)c(-c3csc(Nc4cccc(O)c4)n3)cc2c1
 : -2.4	-2.03	50.0
> COc1cc(=O)n(C)c2cc(N(C)C)ccc12
 : -0.65	-0.54	64.0
> Cc1cc(O)c(NC(=O)c2ccco2)cc1C
 : -0.33	-0.14	24.1
> CCOC(=O)/C(C#N)=C/c1cc2ccc(C)cc2nc1Cl
 : -0.95	-1.54	64.7
> Cc1ccc(S(=O)(=O)N2CCOCC2)cc1NC(=O)COC(=O)c1ccccc1OCc1c(C)noc1C
 : 0.26	-0.32	-69.2

Three entries from above, arranged by the value under SDO1 yeast rescue, ascending.
Each structure is followed by: SDO1 yeast rescue	SDO1 yeast rescue Rescue 24 h	INS promoter inh
> Cc1cc(O)c(NC(=O)c2ccco2)cc1C
 : -0.33	-0.14	24.1
> CCOC(=O)CNC(=O)c1nn(-c2ccc(OCC)cc2)c(=O)c2ccccc12
 : 0.13	-0.14	.
> CCCS(=O)(=O)N1CCCC(C(=O)NCCN(CC)CC)C1 (stereo not given)
 : 1.18	1.03	.

The listing continues.
Each structure is followed by: SDO1 yeast rescue	SDO1 yeast rescue Rescue 24 h	INS promoter inh
> COc1ccc(-c2nnnn2-c2ccc(F)cc2F)cc1
 : .	.	5.0
> CSc1nc2c(c(=O)n1-c1ccccc1)SCC2
 : -0.45	-0.99	-19.4
> O=C(Nc1ccccc1)c1ccc(CN2CCc3ccccc3C2)cc1
 : .	.	-18.8
> COc1ccccc1N(CC(=O)N1CCCCCC1)S(C)(=O)=O
 : 1.5	1.74	-7.1
> O=C(O)CCNC(=O)c1cncc(Br)c1
 : 1.35	0.15	12.5
> O=C(COc1ccc(Cl)cc1)OCC(=O)N1CCCc2ccccc21
 : 0.53	-0.06	.
> COc1cccc2cc(-c3ccnc(=S)[nH]3)oc12
 : .	.	26.7
> CCN1CCN(C(=O)c2ccc(N3CC4CC(C3)c3cccc(=O)n3C4)c([N+](=O)[O-])c2)CC1 (stereo not given)
 : .	.	-33.3
> COc1cc(CC(NC(C)=O)C(=O)NC2CCN(c3c4c(nc5ncnn35)CCC4)CC2)cc(OC)c1 (stereo not given)
 : .	.	-25.0
> CCOC(=O)c1cnn(CCOC(=O)C2CC2)c1NC(=O)C1CC1
 : 1.36	0.62	.
> O=C(N/N=C/c1ccncc1)c1cc([N+](=O)[O-])cc([N+](=O)[O-])c1
 : 0.66	0.41	18.2
> N#Cc1cc([N+](=O)[O-])c(-n2nnc3ccccc32)c([N+](=O)[O-])c1
 : -0.47	-0.82	.
